Bim-Bfl-1 = disrupts Bim binding to human Bfl-1; inhibition, % at 10 µM; Q16548; 190,000 tested, 0.12% active; AID 1008; Bead-based flow cytometry, Bim-Bfl-1 binding inhibition;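 note: 0% = wells without compound plus tracer and 100% = blocker peptide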
ABCG2 block = human ABCG2 inhibition, ABCB1 as counter-screen; Q9UNQ0; AID 1325; inhibition, % at 6.6 µM; 190,000 tested, 0.1% active; IgMXP3 cells, JC-1 efflux, flow cytometry;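 active = inhibition above 80%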;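 note: 0% = DMSO and 100% = nicardipine control wells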
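System: two drug-resistant human cell lines, ABCG2 and ABCB1; controls: nicardipine high and DMSO low controls; times: 10 min exposure at 25 °C with rotation, no wash; detection: flow cytometry of retained JC-1 fluorescence; read-out basis: percent efflux inhibition, scaled nicardipine 100% to DMSO 0%; doses: one concentration, 6.6 µM final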
ABCB1 inh = blocks JC-1 efflux by human ABCB1 transporter. CCRF-Adr cells, flow cytometry. inhibition, % at 6.6 µM. 190,000 tested, 0.067% active. AID 1326; in the data active = inhibition above about 40%;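 note: 0% = vehicle and 100% = reference inhibitor; higher value means more JC-1 retained so stronger ABCB1 efflux block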
Bcl-2 Bim block = inhibitors of Bim-Bcl-2 interaction, human. Bead-based flow cytometry, Bim peptide-Bcl-2 binding. P10415. inhibition, % at 10 µM. 190,000 tested, 0.06% active. AID 950; in the data active = inhibition above about 40%; inconclusive = no clear call, values can overlap the other calls;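 note: 0% = no compound wells with probe peptide and 100% = reference peptide inhibitor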
Target sequence (P10415 whole entry, looked up): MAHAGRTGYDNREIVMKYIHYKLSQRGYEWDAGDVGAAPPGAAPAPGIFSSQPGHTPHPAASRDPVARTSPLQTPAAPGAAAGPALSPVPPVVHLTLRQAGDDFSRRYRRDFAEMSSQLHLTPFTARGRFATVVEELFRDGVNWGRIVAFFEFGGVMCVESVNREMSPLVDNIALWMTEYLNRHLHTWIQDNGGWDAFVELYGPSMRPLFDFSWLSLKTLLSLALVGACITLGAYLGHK
Bim-Bcl-XL = human Bim-Bcl-XL interaction inhibition | 190,000 tested, 0.04% active | inhibition, % at 10 µM | Bim peptide-Bcl-XL binding, bead flow cytometry, fluorescence | Q07817
RGS7-Gao reg = regulators of human RGS7-Galphao interaction | binding response (% of control), % at 10 µM | P09471 | Multiplexed bead flow cytometry, RGS7-Galphao binding; actives lie on both sides | 220,000 tested, 0.35% active; in the data active = binding response below about 49% or above about 150%; inconclusive = no clear call, values can overlap the other calls; inactive = in between;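 note: fluorescent Galphao held in activated GDP-AlF4 state binding bead-coupled RGS7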
Target sequence (P09471 whole entry, looked up): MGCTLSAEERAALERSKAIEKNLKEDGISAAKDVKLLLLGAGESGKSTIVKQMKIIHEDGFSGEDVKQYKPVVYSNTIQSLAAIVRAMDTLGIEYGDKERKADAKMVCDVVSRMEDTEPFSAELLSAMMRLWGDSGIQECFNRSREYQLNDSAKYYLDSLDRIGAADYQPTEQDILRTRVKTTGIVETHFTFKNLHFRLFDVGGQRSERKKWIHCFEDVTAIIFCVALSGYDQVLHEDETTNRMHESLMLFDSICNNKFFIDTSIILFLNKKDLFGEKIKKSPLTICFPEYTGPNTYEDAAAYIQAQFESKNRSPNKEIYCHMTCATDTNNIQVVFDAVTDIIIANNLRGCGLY
RGS8-Gao reg = human RGS8-Galphao interaction regulation. AID 1423. 220,000 tested, 0.34% active. P09471. multiplexed bead flow cytometry, RGS8-Galphao binding; actives lie on both sides. response (percent of control binding), % at 10 µM; in the data active = response below about 60% or above about 140%; inactive = in between;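 note: Galphao activated as the GDP aluminium fluoride complex binding bead-coupled RGS8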
Bcl-W Bim block = inhibitors of Bim-Bcl-W interaction, human; Q92843; bead-based flow cytometry, Bim peptide-Bcl-W binding; inhibition, % at 10 µM; 190,000 tested, 0.02% active; AID 952;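 note: 0% = bound tracer without compound and 100% = peptide blocker; higher means less fluorescent Bim peptide bound to Bcl-W beads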
Target sequence (Q92843 whole entry, looked up): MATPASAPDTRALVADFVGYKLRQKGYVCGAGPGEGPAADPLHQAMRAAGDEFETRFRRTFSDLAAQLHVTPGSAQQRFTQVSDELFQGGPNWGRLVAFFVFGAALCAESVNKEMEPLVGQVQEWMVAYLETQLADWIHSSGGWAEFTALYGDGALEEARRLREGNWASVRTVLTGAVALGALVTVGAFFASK
GSH bead fluor = GSH bead compound fluorescence profile; 190,000 tested, 0.25% active; fluorescence (KMESF) at 10 µM; GSH beads flow cytometry, compound fluorescence 488/530 nm; hits give high values; in the data active = fluorescence above about 89;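 note: glutathione beads carrying GST-tagged Bcl family fusion proteins plus one bare bead set; values are compound well signal with DMSO vehicle wells as background; inactives centre near 16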
RGS4-Gao reg = human RGS4-Galphao interaction regulation; P09471; Multiplexed bead flow cytometry, RGS4-Galphao binding; actives lie on both sides; binding response (% of control), % at 10 µM; 220,000 tested, 0.33% active; AID 1415; in the data active = binding response below about 49% or above about 150%; inactive = in between;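 note: fluorescent Galphao activated with aluminum fluoride binding bead-coupled RGS4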
Bcl-B Bim block = inhibitors of Bim-Bcl-B interaction, human; Q9HD36; bead-based flow cytometry, Bim peptide-Bcl-B binding; inhibition, % at 10 µM; 190,000 tested, 0.073% active;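 note: 0% = tracer peptide without compound and 100% = reference inhibitor peptide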
Target sequence (Q9HD36 whole entry, looked up): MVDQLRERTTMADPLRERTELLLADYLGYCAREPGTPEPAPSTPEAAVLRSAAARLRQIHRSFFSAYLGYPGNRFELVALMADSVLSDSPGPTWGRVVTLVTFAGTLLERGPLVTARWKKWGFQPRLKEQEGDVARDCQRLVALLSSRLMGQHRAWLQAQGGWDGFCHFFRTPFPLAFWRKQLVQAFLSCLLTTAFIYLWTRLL
An asterisk follows results filed as active; ? = inconclusive. Cut-off read from the data, not from the text of the source, unless noted: active = inhibition above about 40%.

SMILES	Bim-Bfl-1	ABCG2 block	ABCB1 inh	Bcl-2 Bim block	Bim-Bcl-XL	RGS7-Gao reg	RGS8-Gao reg	Bcl-W Bim block	GSH bead fluor	RGS4-Gao reg	Bcl-B Bim block
CN(CC(=O)Nc1ccc(S(=O)(=O)N2CCCC2)cc1)Cc1ccc(Cl)c(Cl)c1	-1	0	0.0	-5	-9	101	101	-2	8	101	-6
Cc1ccc(N2CCN(CC3CC=CCC3)CC2)cc1 (stereo not drawn)	-11	2	0.5	-9	2	103	102	-2	38	105	-7
Cc1ccccc1CN1CCSc2sccc2C1=O	-2	0	0.0	-1	-4	100	103	-1	16	95	-3
O=C(NCCN1CCCCC1)c1cc2ccccc2[nH]1	-19	2	0.5	-7	-6	100	102	-5	26	98	-8
COc1ccccc1OCc1ccc(C(=O)NN)cc1	0	0	-0.2	-4	0	99	100	2	16	98	-4
COc1ccc(S(=O)(=O)N2CCCOC2CNC(=O)C(=O)NCc2ccco2)cc1 (stereo not drawn)	-1	0	-0.5	0	-2	99	97	0	69	93	-1
COc1ccc(N(CC(=O)O)S(=O)(=O)c2ccc(OC)c(OC)c2)cc1	-11	1	0.2	-6	-5	97	101	3	12	103	-6
COc1ccc(-n2cc3c(-c4cccc(Br)c4)nnc(C)c3n2)cc1	0	4	2.1	5	5	102	97	4	3	103	0
C=CCn1c(Cc2cccs2)nnc1SC/C=C/c1ccccc1	-7	2	0.3	-6	-3	96	95	1	28	91	-6
COc1ccc(-n2c(C)cc(-c3csc(NC(=O)c4ccc(S(=O)(=O)N(C)C)cc4)n3)c2C)cc1	0	-2	-0.1	0	-4	101	103	-1	5	99	-2
O=C(N1CCOCC1)N1CCN(C(=O)N(c2ccccc2)c2ccccc2)CC1	-2	0	0.3	-5	0	105	102	0	10	103	2
CN(C)c1oc(-c2ccc(OCc3ccc(Cl)cc3)cc2)nc1C#N	-10	0	0.1	-2	-1	112	115	1	19	116	-3
COc1ccc(CNC(=O)/C=C/c2ccc(OCCCF)cc2)cc1	1	19	0.9	0	0	103	103	0	16	104	3
CCOC(=O)C1(CCCc2ccccc2)CCN(C(=O)Cc2nonc2C)CC1	-8	1	1.6	-4	-4	102	100	2	12	98	-5
CCc1ccc(C2C(C#N)=C(N)OC3=C2C(=O)CCC3)s1 (stereo not drawn)	0	1	-0.1	-2	-4	101	104	-6	18	102	0
CC1(C)CC(=O)C=C(NCC2CCCO2)C1 (stereo not drawn)	6	0	0.3	0	-4	97	103	-3	5	105	0
Cc1nn(-c2ccc(F)cc2)c(Cl)c1/C=N/NC(=O)c1cccc(S(=O)(=O)N2CCCC2)c1	0	15	1.0	2	-5	99	102	-2	8	96	-8
COC(=O)c1ccc2nc(NC(=O)C3CCCCC3)sc2c1	-1	2	0.1	0	2	108	105	0	28	104	-3
CCCCNCCOCCOc1ccc(C)cc1Br	-1	1	0.6	-1	-4	105	105	-3	9	106	-5
Brc1ccc(OCc2nnnn2-c2ccccc2)cc1	-6	11	3.0	-6	-1	107	105	-1	21	107	-2
COc1ccc(C(=O)NC(=S)Nc2cc(C)ccn2)cc1[N+](=O)[O-]	-1	26	0.8	-5	-5	118	95	-2	5	116	-3
COc1ccc(CCNC(=O)COc2ccc(-c3ccccc3)cc2)cc1OC	-5	59	0.9	-5	-5	104	103	-4	11	103	-8
CCOC(Cn1c(-c2ccc(OC)cc2)nc2ccccc21)OCC	-2	5	1.3	-3	-2	99	101	-1	13	98	-1
COc1ccc(-c2nnc(SCC(=O)Nc3ccccc3)n2C)cc1	-13	0	-0.1	-6	-5	98	97	0	6	102	-4
CCOC(=O)CSc1n[nH]c(NC(=O)c2ccccc2)n1	-1	2	0.6	-3	0	102	103	-1	5	98	1

Ordered by molecular weight (low to high): some entries from above.
SMILES	Bim-Bfl-1	ABCG2 block	ABCB1 inh	Bcl-2 Bim block	Bim-Bcl-XL	RGS7-Gao reg	RGS8-Gao reg	Bcl-W Bim block	GSH bead fluor	RGS4-Gao reg	Bcl-B Bim block
Brc1ccc(OCc2nnnn2-c2ccccc2)cc1	-6	11	3.0	-6	-1	107	105	-1	21	107	-2
COc1ccc(CNC(=O)/C=C/c2ccc(OCCCF)cc2)cc1	1	19	0.9	0	0	103	103	0	16	104	3
COc1ccc(-c2nnc(SCC(=O)Nc3ccccc3)n2C)cc1	-13	0	-0.1	-6	-5	98	97	0	6	102	-4

Next section:
SMILES	Bim-Bfl-1	ABCG2 block	ABCB1 inh	Bcl-2 Bim block	Bim-Bcl-XL	RGS7-Gao reg	RGS8-Gao reg	Bcl-W Bim block	GSH bead fluor	RGS4-Gao reg	Bcl-B Bim block
CN(Cc1nc(-c2ccc3c(c2)OCO3)no1)CC1(N2CCOCC2)CCCCC1	-4	1	0.4	-4	-1	102	101	0	10	99	-3
O=[N+]([O-])c1ccccc1S(=O)(=O)NCc1ccc(F)cc1	-3	17	0.6	-2	0	96	99	1	10	98	-4
CCOC(=O)c1c(C(=O)OCC)c(C)n(Cc2cc(OC)c(OC)c(OC)c2)c1C	0	3	0.4	0	-3	97	99	0	24	99	-4
O=C1CC(C(=O)Nc2ccc(Br)cc2)C2(CCCC2)O1 (stereo not drawn)	-4	1	0.2	-6	-7	103	103	0	54	100	-3
COc1ccc(OC)c(Nc2nc(N)nc(CSc3nnc(-c4ccncc4)o3)n2)c1	-8	0	0.1	-3	-5	101	101	7	7	105	-1
O=C(CCN1CCN(C(=O)c2ccco2)CC1)Nc1ccc(F)cc1	-10	4	0.9	-10	-7	90	96	0	25	93	-4
COc1ccc(N(C(=O)CNC(=O)c2cccs2)C(C(=O)NC2CCCC2)c2cccnc2)cc1 (stereo not drawn)	-6	0	0.4	-1	-2	95	100	-1	9	96	-3
COc1ccc(N2CCCCn3c2nc2c3c(=O)[nH]c(=O)n2C)cc1	-11	0	-0.6	-9	-2	99	101	0	44	100	-7
N#CC1=C(SCC(=O)NC23CC4CC(CC(C4)C2)C3)NC(=O)C(C#N)C12CCCCC2 (stereo not drawn)	-17	-8	-0.6	-6	-7	101	100	0	30	99	-12
COc1ccc(C(=O)CSc2nn3c(=O)c(C(C)(C)C)nnc3s2)cc1	0	2	0.8	0	-2	105	101	0	17	101	-2
O=c1cc(CN2CCN(c3ccc(O)cc3)CC2)nc2scc(-c3ccccc3)n12	1	-1	0.3	0	0	101	100	1	11	97	0
Cc1ccc(C)c(C(=O)CSc2nc3ccccc3c(=O)[nH]2)c1	-6	8	-0.2	-3	-3	94	89	-1	14	81	-2
CCOc1cc(NS(=O)(=O)c2ccc(NC(C)=O)cc2)c(OCC)cc1NC(=O)C(C)C	-16	6	0.0	-11	-5	98	99	0	26	97	-8
O=c1c(Cc2ccccc2)c(O)ccn1Cc1ccc2c(c1)OCO2	-3	9	1.4	-1	-2	?	101	0	21	102	-3
COc1ccc(/C=C(\C#N)C(=O)OCC(=O)NCc2ccc(Cl)cc2)cc1	2	7	0.2	6	-5	101	102	-4	7	103	-2
CCCCC[n+]1ccn(C2=C([O-])c3ccccc3C(=O)/C2=N\S(=O)(=O)c2ccccc2)c1	-1	5	0.5	0	0	104	102	-3	12	102	0
CCc1ccccc1N(C(C)=O)c1nc(CN=C=S)cs1	5	2	0.8	-2	0	99	95	0	13	99	2
CCN1C(=O)C(c2ccc(O)cc2)(c2ccc(O)cc2)c2ccccc21	-6	0	0.1	-2	-1	103	102	-1	10	100	-5
CCOc1ccccc1-n1c(N)c(C(N)=O)sc1=S	-15	-1	0.5	-10	-8	105	104	-3	21	105	-15
CCOC(=O)c1nc(NCCc2ccccc2)sc1C	-4	3	0.7	2	-2	99	98	4	25	99	0
Cn1c(-c2sccc2OCc2ccccc2)n[nH]c1=S	1	-1	-0.2	-3	0	134	128	-1	22	133	-8
Nc1ccccc1NC(=O)c1ccccc1	-12	4	0.6	-8	-6	96	105	0	9	102	-11
O=C(CSc1nnc(CCCO)n1-c1ccccc1)Nc1nccs1	-15	0	0.1	-17	-7	105	99	2	14	98	-13
COCCCNC(=S)NNC(=O)c1ccoc1C	-19	-1	-0.2	-3	-2	93	91	0	17	96	-2
C1=Nc2ccccc2CN1c1ccccc1	-2	25	0.3	-3	-4	100	82	-2	10	99	-5

Next records follow.
SMILES	Bim-Bfl-1	ABCG2 block	ABCB1 inh	Bcl-2 Bim block	Bim-Bcl-XL	RGS7-Gao reg	RGS8-Gao reg	Bcl-W Bim block	GSH bead fluor	RGS4-Gao reg	Bcl-B Bim block
CCc1ccc(NC(=O)COc2ccc(/C=C(/C#N)c3nc4ccccc4[nH]3)cc2OC)cc1	-3	-6	-0.4	-8	-15	93	101	-17	18	94	-23
Cc1ccc(-c2cnc(NC(=O)CCC(=O)N3CCCCC3)n2C)cc1	-2	1	0.4	-2	-2	100	100	0	15	100	-1
CCOc1ccc(-c2cc(C(=O)N3CCN(C)CC3)c3ccccc3n2)cc1	0	8	0.7	0	-1	96	97	-1	16	95	-2
Cc1ccc(NC(=O)C2CCCN(S(=O)(=O)c3cnc[nH]3)C2)cc1F (stereo not drawn)	4	1	0.2	0	4	118	129	2	24	118	1
COC(=O)C(C#N)c1nc2ccccc2nc1N1CCCC1 (stereo not drawn)	-6	12	1.1	0	0	105	100	0	24	102	-5
O=C(COC(=O)C1(c2ccc(Cl)cc2)CCCC1)Nc1ncc(C(F)(F)F)cc1Cl	-7	32	0.6	-5	-6	97	101	-6	10	97	-8
COc1ccc(Br)cc1C(=O)Nc1ccc(C(=O)NCC(C)C)cc1	-8	1	0.2	-6	-3	99	102	-4	9	101	-3
CCc1nnc(NC(=O)CSc2nnc(-c3ccco3)n2CC)s1	-13	4	0.7	-13	-7	104	101	0	17	103	-7
CCOC(=O)c1c(SC)nc(SC)c2c1CCC2	-11	3	0.4	-2	-4	101	100	0	4	99	-4
CCN(CC)C(=O)Cn1cc(S(=O)(=O)CC(=O)NC2CCCCC2)c2ccccc21	-6	0	-0.5	0	-3	101	99	0	8	100	-2
Nc1c(C2=NCCO2)nnn1Cc1ccccc1	-1	0	0.1	-3	0	108	115	-3	33	109	-4
COc1ccc(N(CC(=O)N2CCN(c3ccccc3F)CC2)S(=O)(=O)c2c(C)n[nH]c2C)cc1	2	6	1.0	-3	-8	103	109	-8	8	104	-6
Cn1cc(S(=O)(=O)Oc2ccccc2)c(=O)n(C)c1=O	-5	1	0.9	-6	-3	94	101	-5	11	96	-7
CCCCCCCCNc1nc(Cl)nc(NCCN2CCOCC2)n1	-10	2	0.7	-6	-2	108	107	-3	22	104	-1
CC(=O)c1cccc(NC(=S)NNC(=O)c2ccc(C)c([N+](=O)[O-])c2)c1	-2	-5	-1.1	-6	-9	?	99	-8	17	99	-19
Cc1ccc(NC(=O)c2c(C)noc2C)cc1	-10	0	0.0	-4	-2	94	96	3	4	96	0
Oc1ccccc1-c1nc(N2CCCC2)c2ccccc2n1	-2	7	0.9	-2	0	104	106	-1	24	106	0
CCOC(=O)N1CCC(N(CCCOC)C(=O)Nc2ccc(CC)cc2)CC1	-11	1	0.4	-9	0	93	92	1	39	93	-7
